HSF1 inh = HSF1 inhibition. activity change, negative = inhibition, % at 7.5 µM (by protocol). NIH3T3-HGL HSE-luciferase, MG132-induced, luminescence 8 h; hits give low values. hit rate 0.77% among 300,000. AID 2098;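 active means more than half of replicate wells show activity change below -50%, luminescence cut by over half; inconclusive means some wells, but at most half, below -50%; inactive means no replicate well below -50%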;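 further: luciferase reports HSF-1 transcriptional activity via heat shock element; 0% = median of DMSO wells and -100% = zero luminescence signal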
HDAC3 inhib = blocks human histone deacetylase 3; O15379; recombinant HDAC3, fluorogenic peptide/trypsin coupled, fluorescence; inhibition, % at 8.3 µM; hit rate 0.15% among 320,000; AID 2718; in the data active means inhibition above about 26%, passing the limit was not always enough; inconclusive means no clear call, values can overlap the other calls
Target sequence (O15379 whole entry, looked up): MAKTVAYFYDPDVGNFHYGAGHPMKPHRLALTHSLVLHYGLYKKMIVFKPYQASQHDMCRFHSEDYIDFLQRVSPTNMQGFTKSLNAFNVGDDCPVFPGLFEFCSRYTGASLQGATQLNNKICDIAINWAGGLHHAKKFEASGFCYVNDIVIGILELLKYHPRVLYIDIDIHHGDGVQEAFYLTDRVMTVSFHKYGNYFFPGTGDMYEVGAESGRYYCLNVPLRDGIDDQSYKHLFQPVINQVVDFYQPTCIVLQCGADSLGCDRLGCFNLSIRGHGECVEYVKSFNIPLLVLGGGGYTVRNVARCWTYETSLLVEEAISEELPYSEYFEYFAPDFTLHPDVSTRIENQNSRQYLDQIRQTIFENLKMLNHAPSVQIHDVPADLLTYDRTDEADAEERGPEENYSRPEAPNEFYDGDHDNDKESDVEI
HSF-1 act = increases HSF-1 driven luciferase reporter signal. NIH3T3-HGL HSF-1 luciferase reporter, MG132, 8 h; 100% = twice DMSO control signal. activation, % at 9 µM. hit rate 1.7% among 300,000. AID 504408;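 active means mean replicate activation of at least 50% with a set share of replicates each reaching 50%; inconclusive means only one of those two conditions met; inactive means mean below 50% and too few replicates reaching it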;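 further: 0% = median of the neutral control wells and 100% = twice that signal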
KLF5 inh = kruppel-like factor 5 inhibition | DLD-1 KLF5 promoter-luciferase reporter, luminescence | inhibition, % at 5 µM | hit rate 0.23% among 290,000;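 active means inhibition above a per-plate limit of that plate's mean compound inhibition plus 3 SD, cut at about 60% in these data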;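 further: 0% = DMSO wells and 100% = LY294002 at 200 µM; higher means less KLF5 promoter-driven luciferase light; inactives centre near -14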
AI-2 QS modul = modulates the Vibrio harveyi AI-2 quorum sensing system; Vibrio harveyi JMH597 AI-2 luminescence/OD600 ratio, 9 h; hits give low values; strain lacks LuxN and CqsS sensors; 0 = neutral-control median; activity change, % at 7.5 µM; hit rate 0.4% among 300,000; in the data active means activity change below about -75%, passing the limit was not always enough; inconclusive means no clear call, values can overlap the other calls;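 further: luminescence divided by OD600 gain over 9 h not by final OD600 alone; inactives centre near 13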
HSP90 refold inh = HSP90 refolding inhibition in rabbit reticulocyte lysate; luciferase refolding luminescence, 3 h; inhibition, % at 5.6 µM; hit rate 0.91% among 290,000;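 active means inhibition above the screen-wide mean plus 3 SD, computed separately per campaign, cut at about 16% in these data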;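 further: 0% = DMSO wells and 100% = 60 µM geldanamycin wells; inhibitors lower the luminescence because luciferase stays unfolded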
aSyn 5UTR inh = MLPCN primary screen, SNCA 5' untranslated region | alpha-synuclein 5'UTR reporter, inhibitor activity | hit rate 0.82% among 300,000 | AID 1813 | inhibition, % (tested at 7.5 µM); in the data active means inhibition above about 60%; inconclusive means no clear call, values can overlap the other calls;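 further: H4 neuroglioblastoma cells stably carrying SNCA 5'UTR luciferase fusion; 0% = DMSO wells and 100% = positive control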
HIF activator = HIF pathway transcriptional activation. hit rate 0.32% among 300,000. U2OS HRE-luciferase reporter, luminescence; normalized: DMSO 0%, desferrioxamine 100%. activation, % at 7.5 µM (by protocol). AID 1910;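 active means mean activation of at least 10% of the iron chelator positive control signal, with at least half of replicates also reaching 10%; inconclusive means mean and replicate majority disagree about reaching 10%; inactive means mean and most replicates under 10%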
IEC-6 cytotox = kills IEC-6 intestinal cells in KLF5 counter-screen | inhibition, % at 5 µM | IEC-6 cytotoxicity, luminescence viability | AID 1825 | hit rate 0.78% among 290,000; in the data active means inhibition above about 22%;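 further: 0% = plate median of test compound wells and 100% = cytotoxic reference compound wells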
Platelet DG rel = platelet dense granule release activity. human platelet-rich plasma, SFLLRN dense granule ATP release, luminescence. inhibition, %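 (compounds screened at 7.5 µM in platelet-rich plasma)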. hit rate 0.22% among 300,000. AID 1663;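 active means mean replicate score, as percent of positive control, at or above 50; inconclusive means mean below 50 but at least one replicate at or above 50; inactive means mean and every replicate below 50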
Numbers without * were called inactive; ? = inconclusive; . = no result given; + = active, no number. Compounds as they come. Share with any hit: about 5%.

compound,HSF1 inh,HDAC3 inhib,HSF-1 act,KLF5 inh,AI-2 QS modul,HSP90 refold inh,aSyn 5UTR inh,HIF activator,IEC-6 cytotox,Platelet DG rel
Cc1cccc(C)c1NC(=O)CSc1nnc(C)n1-c1ccccc1,1,-2,6,-19,1,0,-1,-0.1,-1,0
Cc1c(S(=O)(=O)N2CCOCC2)c(=O)n(C)c(=O)n1C,3,8,6,15,13,-2,37,-0.3,-3,0
Cc1cc(C)n2nc(SCCCC(=O)c3ccccc3)nc2n1,-3,5,7,22,15,-4,-1,0.5,3,-1
CCN1C(=O)c2ccccc2Sc2ccc(C(=O)NC(C)C)cc21,1,-1,5,-29,21,0,3,-0.7,-2,0
COc1ccc(S(=O)(=O)N(C)c2ccc(C(=O)NCC3CCCO3)cc2)cc1 (stereo unspecified),-8,1,0,-20,15,0,-5,0.0,4,7
COc1cccc(C2Nc3ccc4ccccc4c3C3=C2C(=O)CC(C)(C)C3)c1OCC(=O)O (stereo unspecified),5,-55,0,-19,13,-3,7,-0.4,6,7
COc1ccc(-n2c(Cn3c(=O)sc4ccccc43)nnc2SC)cc1,1,-1,7,-27,15,-4,-6,-0.2,3,12
COC(=O)CNC(=O)CN1C(=O)N(c2ccccc2)C(N(O)C(=O)Nc2ccccc2)C1(C)C (stereo unspecified),6,1,-4,-7,14,-1,17,-0.5,1,12
CCOC(=O)c1cc(C(=O)OCC)cc(-n2cc(O)c(C(=O)OCC)n2)c1,-5,5,-10,-13,26,0,11,0.1,6,4
COC1=C(N2CCOCC2)C(=O)c2ccccc2C1=O,18,-3,37,-18,-4,8,32,1.4,-2,-3
CCC(Cc1ccccc1)NS(=O)(=O)c1ccc2c(c1)NC(=O)CO2 (stereo unspecified),1,.,11,-3,-1,4,2,-0.2,4,10
COc1ccc(OC)c(Cc2nnc(CCC(=O)NC3CCCCCCC3)o2)c1,18,3,7,-23,4,4,-118,4.1,-2,-1
CC(C)(/C=N/O)/[N+]([O-])=C/c1ccccc1C(F)(F)F,-3,-19,-19,-10,7,-2,19,-0.1,-6,24
O=C(CCCn1nnnc1CN1CCOCC1)N1CCC(c2ccccc2F)C1 (stereo unspecified),9,.,27,-18,22,-2,18,-6.0,3,9
COc1cccc(C(=O)COc2ccc(NC(=O)c3cccs3)cc2)c1,6,4,20,-30,-5,-3,-19,0.2,-4,-28
Cc1ccc(NC(=O)COC(=O)Cc2csc(-c3cccc(F)c3)n2)cc1C,1,9,9,-18,16,-1,-8,0.2,1,0
Cc1cc2c(cc1C)-c1nnnn1C(C)(C)C2,26,-5,?,-26,15,-4,-19,0.8,-4,-12
CCS(=O)(=O)c1ccc2c(c1)N(S(C)(=O)=O)CC(C(=O)NN)O2 (stereo unspecified),7,2,10,-14,11,1,0,0.0,5,-2
O=C(COC(=O)CSc1ccc([N+](=O)[O-])cc1)NCC1CCCO1 (stereo unspecified),4,1,33,-11,18,-4,7,-0.1,-3,-12
O=C(c1ccc(CS(=O)Cc2ccccc2Cl)o1)N1CCN(c2ccccn2)CC1 (stereo unspecified),21,-4,36,-8,26,-5,-85,1.6,0,35
COc1ccc(C(CC(=O)Nc2nccs2)n2cccc2)cc1 (stereo unspecified),33,6,58*,-162,19,7,-168,1.9,9,3
CCOc1cc(C(=O)NCC(C)CN(C)C)cc(OCC)c1OCC (stereo unspecified),-4,0,-12,22,26,3,27,-0.3,-1,-9
CCN(CC)C(=S)Nc1ccc2nc3n(c(=O)c2c1)CCCCC3,.,3,.,-39,23,2,.,.,4,.
CC1(C)CC(=O)N(CC(=O)N2CCN(c3ncccn3)CC2)c2ccccc2S1(=O)=O,.,1,.,-23,.,-7,.,.,-2,.
CCCCc1ccc(N=N/C(C(=O)Nc2cc(OC)c(NC(C)=O)cc2OC)=C(/C)O)cc1,-34,-1,-47,-19,18,-9,12,-1.6,-1,11
Cn1c(=O)[nH]c(=O)c2c1nc(SCCN1CCOCC1)n2Cc1ccccc1,2,1,10,-51,15,0,21,0.1,-2,-3
COC(=O)c1ccc(C(=O)Nc2nc3cc(N)c(C)cc3s2)cc1,-10,.,12,-13,9,2,-8,-7.3,-2,-3
CCN(CC)CCNS(=O)(=O)c1ccc(/C=C/C(=O)O)cc1,-3,5,-3,-6,21,-6,6,-0.8,-7,-3
COC(=O)c1ccc(C(=O)OC)c(NC(=O)/C=C/C(=O)O)c1,-7,4,-17,-33,10,-3,13,-0.8,-1,0
CS(=O)(=O)N(CC(=O)NCc1ccco1)c1ccc(Cl)c(C(F)(F)F)c1,1,14,-8,-4,-8,1,-2,-1.8,4,-2

Later entries
compound,HSF1 inh,HDAC3 inhib,HSF-1 act,KLF5 inh,AI-2 QS modul,HSP90 refold inh,aSyn 5UTR inh,HIF activator,IEC-6 cytotox,Platelet DG rel
COC(=O)c1cc(COC(=O)c2ccc3ccccc3n2)oc1C,2,-1,3,5,14,0,-15,-0.2,-2,1
COc1ccccc1-c1nc(C#N)c(N2CCN(Cc3ccccc3)CC2)o1,17,-3,40,-38,-16,0,-1,-0.6,-8,-6
COc1cc(OC)c(C2C(C#N)=C(C)NC(C)=C2C#N)c(C(=O)O)c1,-4,0,22,-17,11,-2,13,-0.7,-4,-18
O=C(OCC(=O)N(C1CCCCC1)C1CCCCC1)c1ccccc1O,8,-2,15,-8,11,-3,4,-1.0,-2,-1
CCn1cc(C2=NC(CCSC)CO2)c2ccccc21 (stereo unspecified),1,4,-1,-23,9,6,-3,-0.1,2,-8
CCCOc1ccc(CSCCNC(=S)Nc2ccccc2)cc1,-2,-3,19,20,12,-8,18,0.0,3,-10
OC1(c2ccccc2)CNCCc2ccccc21 (stereo unspecified),-8,2,-3,-20,10,0,17,-9.0,4,-5
Cc1[nH]n(-c2ccccc2)c(=O)c1N=Nc1cccc(C(=O)O)c1,-31,6,-41,54,78,23*,43,-3.6,-4,-12
Cc1ccc(C(=O)NCCNS(C)(=O)=O)cc1,6,-2,6,-12,9,0,-10,-0.1,5,-13
Cc1c(C(=O)NN)nn(-c2ccc(F)cc2)c(=O)c1C#N,7,0,7,-45,-2,-7,-5,-34,-4,-7
COc1ccccc1OCCCn1c(=O)sc2ccccc21,19,-8,10,-50,14,2,-41,2.4,4,-1
CCOC(=O)c1oc2ccccc2c1COC(=O)CNC(=O)c1ccc(C)cc1,1,0,2,.,10,.,4,0.0,.,-10
O=[N+]([O-])c1ccc2n[nH]nc2c1,-2,-3,-17,-25,6,-3,-11,1.7,-3,4
CCCCNS(=O)(=O)c1ccc2nc(SCC(=O)Nc3ccccc3Cl)[nH]c2c1,14,4,22,3,75,1,17,0.0,4,15
COc1ccc(N=C2C(=Nc3ccc(OC)cc3)N(c3ccccc3)C(=S)N2C(=O)c2ccc(Cl)cc2)cc1,24,6,44,-97,17,-2,-200,1.2,0,-1
CCC(C)NC(=O)CSc1nnc(-c2cc(-c3ccc(C)cc3)nc3ccccc23)n1N (stereo unspecified),6,5,3,0,30,1,8,-0.3,0,-4
CN(C)S(=O)(=O)N1CCCC(C(=O)c2ccc(-c3ccccc3)cc2)C1 (stereo unspecified),0,9,6,6,32,4,-18,1.0,-2,-4
O=C(Nc1ccc(F)cc1)c1ccccc1CC[N+](=O)[O-],-2,8,5,-18,10,1,-9,-0.5,-6,1
COC(=O)C1C(=O)c2c([nH]c(C(=O)OC3CCCCCC3)c2C)CC1C (stereo unspecified),14,-2,30,1,18,1,-115,3.0,4,1
CC(C)NC(=O)COC(=O)C1CSC2(c3ccc(Br)cc3)CCC(=O)N12 (stereo unspecified),-47,0,-61,-21,11,0,5,-0.1,2,0
CC(=O)c1cn(CC(=O)Nc2ccccc2)c2ccccc12,2,0,-14,-21,24,1,-20,-0.2,3,10
CC(=O)N1CCCc2ccc(NS(=O)(=O)c3ccc(C)cc3)cc21,1,1,-4,.,7,.,-10,-0.5,.,0
CCCOC(=O)c1ccc(NC(=O)c2cc(=O)[nH]c3ccccc23)cc1,10,-3,10,-5,2,0,10,0.1,-2,-3
O=C(CCl)NC(Cc1ccccc1)c1ccccc1 (stereo unspecified),-85*,.,-88,-19,35,-1,?,-6.6,7,9
CCN(CC)c1cc2nonc2c2nonc12,4,-2,19,-20,14,-1,23,-0.5,3,-4
S=C(NCc1ccco1)Nc1ccc(Br)cn1,10,0,24,-39,18,0,-6,1.0,2,14
O=C(CCN1C(=O)/C(=C/c2ccccc2Cl)SC1=S)NC1CCS(=O)(=O)C1 (stereo unspecified),-2,2,-2,-18,12,2,4,0.2,-7,-3
Cc1ccc(C(=O)O)c(C(=O)Nc2nc(C)cs2)c1,.,-7,.,-11,30,1,-1,0.1,-9,-5
CCN(CC)CC(O)COCCC12CC3CC(CC(C3)C1)C2 (stereo unspecified),-30,-4,-40,-28,19,-3,-8,-0.1,1,6
O=C(O)c1ccccc1C(=O)NCc1ccccc1,-4,-1,12,-24,-2,-2,-8,-0.1,-4,0

Further structures follow:
compound,HSF1 inh,HDAC3 inhib,HSF-1 act,KLF5 inh,AI-2 QS modul,HSP90 refold inh,aSyn 5UTR inh,HIF activator,IEC-6 cytotox,Platelet DG rel
O=C1CC(N2CCN(c3ccc(Cl)cc3)CC2)C(=O)N1c1ccc(F)cc1 (stereo unspecified),-11,-1,0,0,7,3,5,-1.2,7,14
Cc1ccc(C(=O)Cn2nnc3c(sc4nc5c(c(-c6ccccc6)c43)CCC5)c2=O)cc1,4,0,1,6,12,5,-5,-0.6,8,6
Fc1ccccc1Cn1nnc2c(NCCc3ccccn3)ncnc21,-1,6,21,-3,-8,-1,9,0.1,3,7
Cc1ccc(NC(=O)CSc2nc3[nH]ncc3c(=O)[nH]2)cc1,-2,7,-4,-11,5,0,-2,-0.4,0,11
N/C(=N\OC(=O)c1cccc(Br)c1)c1ccccn1,8,.,2,-74,4,42*,72*,-3.8,11,-8
Fc1ccc(CN2CCCCCCC2)cc1F,-3,6,2,5,38,-2,-24,-0.2,-7,3
CC1=CCC(C(=O)O)C(C(=O)NC2CCCCC2)C1 (stereo unspecified),-10,-2,-30,6,1,3,4,0.5,8,-4
CCn1c(C)c(C(C)=O)c(N2CCN(c3ccccc3)CC2)nc1=S,-1,0,16,-35,1,-1,-7,-0.3,2,6
N/C(=N\OC(=O)Cc1cccs1)c1ccccc1,8,3,22,-15,-25,-3,-214,+,-2,2
O=S(=O)(N1CCCCCC1)N1CCN(S(=O)(=O)N2CCOCC2)CC1,-4,4,-5,-14,1,-2,5,-0.3,-2,7
CCOc1ccc(NC(=S)N(CCc2c(C)[nH]c3ccc(C)cc23)Cc2ccncc2)cc1,5,2,4,-9,18,0,-21,0.1,5,-6
COC(=O)Nc1nnc(CCc2ccccc2)s1,-2,-5,15,-17,-15,1,14,-0.1,0,4
CCC1CCc2sc(C(=O)NNC(=O)c3ccncc3)cc2C1 (stereo unspecified),-3,5,-24,.,13,.,11,-0.1,.,-3
CC1(C)Cc2c(sc3c2c(=N)n(Cc2ccco2)c(=O)n3CC(=O)Nc2ccc(Cl)cc2)CO1,0,0,-2,.,24,.,42,-0.3,.,3

Source: PubChem (several laboratories)
